Bioassay records as filed in PubChem.
RPL19A TOR yeast: yeast TOR pathway RPL19A-GFP modulation | S. cerevisiae RPL19A-GFP strain, flow cytometry, 3 h; hits give low values | percent response vs DMSO, % at 10 µM | 0.3% of 330,000 active;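 active means percent response vs DMSO below 50%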;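 further: median channel GFP fluorescence of the barcoded RPL19A-GFP strain; ratio of sample median GFP to plate DMSO average so 100% = DMSO; lower means less RPL19A-GFP as with rapamycin TOR inhibition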
CR mimetic SO: lowers age-related superoxide in aged yeast cells | AID 2690 | S. cerevisiae aged cells, superoxide DHE fluorescence; hits give low values | 0.18% of 330,000 active | superoxide response (% of plate mean), % at 10 µM;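 active means superoxide response under a set limit, about three screen SD below normal, cut at about 65% in these data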;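 further: yeast aged for seven days with compound at 30 °C before DHE staining; 100% = average MFI of all compound-treated wells on the plate with controls excluded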
JMJD2C inh: inhibitors of human GASC-1 (JMJD2C) demethylase; Q9H3R0; GST-JMJD2C(1-420) H3K9me3 demethylation, DELFIA europium; inhibition, % at 2.35 µM; 0.069% of 330,000 active;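 active means more than half of a compound's replicate wells show inhibition beyond 50%, single wells judged on their own value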;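 further: signal counts dimethyl H3K9 product captured on neutravidin plate; 0% = median of DMSO wells and 100% = 0.3 times that DMSO median; strong numbers were not always called active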
Target sequence (Q9H3R0 1-420 limits assumed): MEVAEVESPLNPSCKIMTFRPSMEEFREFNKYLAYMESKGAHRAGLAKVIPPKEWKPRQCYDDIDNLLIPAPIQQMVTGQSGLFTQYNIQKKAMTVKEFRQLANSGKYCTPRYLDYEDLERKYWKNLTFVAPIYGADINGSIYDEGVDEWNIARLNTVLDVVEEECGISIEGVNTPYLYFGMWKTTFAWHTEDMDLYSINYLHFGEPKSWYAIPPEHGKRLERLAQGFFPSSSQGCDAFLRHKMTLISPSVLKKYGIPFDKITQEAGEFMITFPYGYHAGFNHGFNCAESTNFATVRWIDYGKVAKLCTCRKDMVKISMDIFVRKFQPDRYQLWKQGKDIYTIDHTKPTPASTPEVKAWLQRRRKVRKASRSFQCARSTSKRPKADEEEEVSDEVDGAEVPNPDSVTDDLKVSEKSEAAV
proCasp7 act: counter-screen: procaspase-7 (human) activation; P55210; recombinant procaspase-7, Ac-DEVD-pNA absorbance 405 nm; D23A/D198A/D206A triple mutant, cannot self-cleave; scale: DMSO 0, 5 µM enzyme 100; activation, % at 8.5 µM; 0.093% of 330,000 active; AID 463210;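 active means percent activation above the screen-wide mean plus 3 SD, cut at about 25% in these data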
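Assay system: Uncleavable procaspase-7 mutant enzyme / Input: 2 µM procaspase-7 mutant as dispensed / Dosing: single nominal 8.5 µM compound dose, 0.8% DMSO final / Timing: 1 h enzyme–compound preincubation and 2 h substrate reaction, both 25 °C / Detection: p-Nitroaniline absorbance at 405 nm, read at 0 and 120 min / Replication: singlicate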
MEP2-GFP yeast: alters MEP2-GFP fluorescence in TOR pathway yeast screen | GFP response vs DMSO, % at 10 µM | S. cerevisiae MEP2-GFP strain, flow cytometry GFP, 3 h; 100% = DMSO control level | AID 2016 | 0.51% of 330,000 active;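 active means GFP response versus DMSO above a set limit, roughly screen mean plus 3 SD, cut at about 180% in these data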;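 further: median GFP fluorescence of the barcode-gated MEP2-GFP cells per well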
AHR act: human AHR activation; P35869; AHR-responsive luciferase reporter cells, luminescence; activation, % at 5 µM; 2.5% of 320,000 active; in the data active means activation above about 47%;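 further: 0% = vehicle wells and 100% = reference agonist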
LAP4 TOR yeast: modulators of TOR pathway LAP4-GFP in S. cerevisiae; 0.34% of 320,000 active; GFP response vs DMSO, % at 10 µM; S. cerevisiae LAP4-GFP multiplex, flow cytometry GFP, 3 h; median GFP as percent of DMSO wells;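 active means GFP response vs DMSO above a set limit, about the screen mean plus 3 SD, cut at about 150% in these data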
procasp3 activ: activators of human procaspase-3; P42574; 0.11% of 330,000 active; recombinant procaspase-3 D3A, Ac-DEVD-pNA absorbance 405 nm; activation, % at 8.5 µM; AID 463141;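 active means activation above the mean of all tested compounds plus 3 SD, cut at about 21% in these data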;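 further: 0% = DMSO alone and 100% = DMSO wells spiked with extra 5 µM PC-3 D3A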
Target sequence (P42574 whole entry D9A/D28A/D175A): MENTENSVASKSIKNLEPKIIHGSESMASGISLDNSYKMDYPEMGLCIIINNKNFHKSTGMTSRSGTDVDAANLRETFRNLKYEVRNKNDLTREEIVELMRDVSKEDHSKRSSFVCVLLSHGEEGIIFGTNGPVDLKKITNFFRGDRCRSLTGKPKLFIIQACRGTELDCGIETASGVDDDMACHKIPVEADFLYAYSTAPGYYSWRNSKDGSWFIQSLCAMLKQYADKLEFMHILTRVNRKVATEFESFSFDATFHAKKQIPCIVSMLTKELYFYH
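material = Procaspase-3 D3A mutant | probe or stimulus = Ac-DEVD-pNA | compound = single dose, 8.5 µM nominal compound, 0.8% DMSO | timing = 1 h preincubation, 2 h reaction | measured by = 405 nm absorbance of p-nitroaniline, reads at 0 and 120 min | benchmarks = DMSO-only low control, 5 µM PC-3 D3A high control | repeats = singlicate, each compound tested once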
The depositor's hits bear a star; · = not tested or not shown; & = joins results of further samples.

molecule	RPL19A TOR yeast	CR mimetic SO	JMJD2C inh	proCasp7 act	MEP2-GFP yeast	AHR act	LAP4 TOR yeast	procasp3 activ
Nc1nnc(SCC(=O)NNC(=O)c2ccccc2F)s1	100	89	·	9	104	1	100	1
COc1ccc(N2Cc3ccccc3C2=NC(=O)c2cncc(Br)c2)cc1	102	103	0	2	99	7	93	-4
O=C(NNC(=O)[C@@H]1CCCC[C@@H]1C(=O)O)Nc1ccccc1	109	111	13	6	105	17	102	-3
O=C1CCCCc2sc(Br)c([N+](=O)[O-])c2N1	103	119	-16	1	105	0	124	-5
c1ccc2[nH]c(CN3CCN(c4ncnc5c4oc4ccccc45)CC3)nc2c1	93	98	·	19	94	7	98	-3
COCCOC(=O)c1c(C)oc2ccc(OCc3cc(C(=O)OC)oc3C)cc12	101	128	-4	4	106	0	104	2
CCCCn1c(Nc2ccc(OC)cc2)nc2ccccc21	96	90	12	-2	104	10	88	2
O=c1c2ccccc2c(C=Nc2ccccc2O)c(O)n1-c1nccs1	98	88	8	-13	97	-5	108	5
COc1ccc(CNC(=O)C2CCN(C(=O)c3ccc(F)cc3)CC2)cc1OC	107	106	-6	10	112	-1	106	-5
CCn1c(/N=C/c2ccccc2O)nc2ccccc21	101	105	-8	-1	98	9	94	3
O=C(O)C1CCN(C(=O)CSc2nc3ccccc3c(=O)n2-c2ccc(Cl)cc2)CC1	105	92	-5	-6	100	0	94	6
O=C(c1ccccc1)N1CCC(O)(c2cccnc2)CC1	93	104	1	2	99	1	94	-3
CCCCCCn1c(N2CCC(C(N)=O)CC2)nc2c1c(=O)n(C)c(=O)n2C	93	90	-1	10	90	-1	·	1
CCN(CC)S(=O)(=O)c1ccc(C(=O)OCC(=O)NCCN2C(=O)CSC2=O)cc1	104	109	-2	-4	100	-1	100	1
CCN(C(=O)CN1C(=O)COc2ccc(S(=O)(=O)N3CCOCC3)cc21)c1ccc(OC)cc1	102	81	-2	7	103	4	102	-5
CCOc1ccc(N=C2NC(=O)C(CC(=O)O)S2)cc1 (centres undefined)	98	97	-3	0	103	1	107	-1
CCOc1ccc(S(=O)(=O)N2CCC(C(=O)NC3CC3)CC2)cc1C	98	101	-1	0	102	1	103	-3
COc1ccc(S(=O)(=O)Nc2cc3c(cc2C(C)=O)OCO3)cc1	111	96	1	7	106	-1	104	-7
COc1cccc(C(=O)CN2C(=O)C(C)(C)Oc3ccc(C(=O)N4CCCCCC4)cc32)c1	102	119	-13&-1	-5	102	2	103	-3
CC(C)N(Cc1cn(C)nc1-c1cccc(Cl)c1)CC1CCC(=O)N1 (centres undefined)	113	89	0	10	104	0	99	4
Cc1ccc(NC(=O)CCC(=O)NNC(=O)/C=C/C(=O)O)c(C)c1	96	93	4	-3	115	4	128	11
C[C@]12CC[C@H](OC(=O)CCC(=O)O)CC1=CCC1C2CC[C@@]2(C)C1CC[C@@H]2N (some centres undefined)	96	98	-10	-11	95	-1	102	7
N#Cc1cccnc1N1CCN(C(=O)c2cccc3c2C(=O)c2ccc(-c4ccc(F)cc4OCc4ccccc4)cc2S3(=O)=O)CC1	102	84	·	4	96	0	120	7
CCN(CC)S(=O)(=O)c1ccc(/C=C/C(=O)Nc2ccc(N3CCOCC3)cc2)cc1	97	105	5	3	97	8	102	0
CC(C)OCCCN1CN(S(=O)(=O)c2cccs2)c2nc3ccccc3nc21	95	99	2	2	97	-4	111	4
Cc1cccc2cc(C#N)c(NCCNS(=O)(=O)c3ccc4c(c3)OCCO4)nc12	101	92	-31	-1	99	8	89	-2
c1csc(-c2cc(N3CCCCC3)c3ccccc3n2)c1	105	107	-10	2	111	4	105	2
O=C1OC(c2ccccc2)=N/C1=C\N1CCCCC1	93	90	4	-2	95	37	112	0
CN(C)CCO[C@@H](c1ccc(Cl)cc1)c1ccccn1	106	99	21	-5	107	-1	94	7
COc1ccccc1N1C(=O)CCC1(C#N)c1ccccc1 (centres undefined)	104	95	-2	4	105	-1	111	7

Sorted by heavy-atom count (rising): some entries from above
molecule	RPL19A TOR yeast	CR mimetic SO	JMJD2C inh	proCasp7 act	MEP2-GFP yeast	AHR act	LAP4 TOR yeast	procasp3 activ
O=C(c1ccccc1)N1CCC(O)(c2cccnc2)CC1	93	104	1	2	99	1	94	-3
c1ccc2[nH]c(CN3CCN(c4ncnc5c4oc4ccccc45)CC3)nc2c1	93	98	·	19	94	7	98	-3
COc1cccc(C(=O)CN2C(=O)C(C)(C)Oc3ccc(C(=O)N4CCCCCC4)cc32)c1	102	119	-13&-1	-5	102	2	103	-3

Carrying on:
molecule	RPL19A TOR yeast	CR mimetic SO	JMJD2C inh	proCasp7 act	MEP2-GFP yeast	AHR act	LAP4 TOR yeast	procasp3 activ
CCSc1nn2c(=O)c3ccccc3nc2s1	96	117	6	7	95	-1	91	1
C=C(C)CNC(=S)N/N=C(\C)c1ccc(Cl)s1	97	109	16	3	103	16	105	10
O=C(c1cnc2c(c1)COc1ccc(Cl)cc1-2)c1ccccc1O	99	87	-6	-1	103	-3	95	-10
O=C(CSc1nnc(CSc2nc3ccccc3s2)o1)NC1CCCCC1	102	94	-45	-4	102	3	102	-11
CCS(=O)(=O)N1CCN(c2ccc([N+](=O)[O-])c(N3CCOCC3)c2)CC1	97	104	36	-3	95	1	95	-13
O=C(NCCc1ccc(Cl)cc1)c1cc(-c2ccccn2)nc2ccccc12	101	125	16	7	100	13	107	2
CC1Sc2ccc(C(=O)NCc3ccccc3Cl)cc2NC1=O (centres undefined)	95	111	6	-2	90	5	88	-8
COc1ccc(/C=C/C(=O)Nc2cc(C)nn2-c2nc3ccccc3n2Cc2cccc([N+](=O)[O-])c2)cc1	99	116	4	4	96	15	93	-5
CC(C)C(NC(=O)OCc1ccccc1)C(=O)NCC(=O)OC(C)(C)C (centres undefined)	103	108	-3	4	100	3	100	3
NC(=O)c1ccc[n+](CC(=O)c2ccc(Cl)c(Cl)c2)c1	91	102	0	-13	95	6	·	-2
COC(=O)CSc1nnc(CNS(=O)(=O)c2ccc(C)cc2)n1C	99	106	-6	10	102	-3	104	3
COc1ccc(C)cc1S(=O)(=O)n1nc(C)cc1C	96	96	3	-4	106	3	107	5
Cc1cc(OCC(O)CN(C)C(=O)C(C)Oc2ccccc2)ccc1Cl (centres undefined)	98	101	8	3	98	5	94	-7
CCN1CCc2c(sc(N)c2C(N)=O)C1	93	104	6	-9	94	4	94	-8
COC(=O)C1=C(C)N(c2ccc(C)c(C)c2)/C(=C/c2cccs2)C1=O	97	103	7	-2	109	-2	100	-3
O=c1cc(Cn2ccnc2)c2cc3c(cc2o1)CCC3	100	106	-9	5	108	8	97	2
Cc1nn2c(NCCCn3ccnc3)cc(C(C)C)nc2c1-c1ccccc1	93	93	10	5	96	48*	110	-6
CC(=O)Nc1cc(NC(C)=O)cc(C(=O)OCC(=O)c2ccc3c(c2)OCO3)c1	105	99	-5	-3	107	12	114	-6
CN1CCN(C(c2cccc(Cl)c2)c2ccccc2Cl)CC1 (centres undefined)	102	108	9	6	107	-1	100	-1
O=C(O)CCCCCCCCc1cn(CC2CCCCC2)nn1	95	111	1	-12	88	3	119	-7
CCOC(=O)C1=C(C)N(c2ccc(OC)cc2)C(=O)/C1=C\c1cccs1	105	83	-21	-4	100	-2	97	-7
Cc1nc(N2CCN(c3ccccn3)CC2)c2c(C)c(C(=O)Nc3ccc(F)c(Cl)c3)sc2n1	95	90	0	-10	96	0	100	7
O=C(O)CNC(=S)N(Cc1ccccc1Cl)C1CCCC1	99	108	7	5	102	3	117	5
Cc1ccc2c(c1)N(CCCC(=O)NCCC1=CCCCC1)C(=O)CO2	·	83	-3	-5	103	0	101	1
O=C(CCS(=O)(=O)c1ccccc1)Nc1ccc(S(=O)(=O)Nc2ncccn2)cc1	100	108	9	1	102	0	108	6
COc1ccc(NC(=O)Cc2nnc(N)s2)cc1	103	92	-4	6	95	4	103	6
CCCOc1ccc(/C=N/NC(=O)C2CCCN2S(=O)(=O)c2ccc(Cl)cc2)cc1 (centres undefined)	·	104	-1	5	91	4	94	5
Nc1ccc(-c2cc(-c3cccc(N)c3)nc(-c3ccccc3)n2)cc1	100	106	-4	12	96	33	122	4
O=C(COC(=O)CCSc1ccccc1)NCc1ccc(F)cc1	100	95	11	1	102	0	99	-4
COc1ccc(OC)c(CN2CCN(CCCc3ccccc3)C(CCO)C2)c1 (centres undefined)	98	116	9	-11	97	-2	90	-6
COc1cccc(CNC(=O)CCS(=O)(=O)c2ccc3c(c2)NC(=O)CO3)c1	96	121	-1	-2	96	8	99	-2
c1ccc(-c2ccc(OCCCn3cncn3)cc2)cc1	98	133	7	5	103	-2	118	7
Cc1cccc(-c2nc3cc(NC(=O)C4CCCO4)ccc3o2)c1 (centres undefined)	94	87	3	22	92	2	105	-2
CCOC(=O)CC1C(=O)NCCN1C(=O)c1cccc(C(F)(F)F)c1 (centres undefined)	90	86	5	1	97	-1	93	-3
Cc1cc(CNC(=O)c2ccc3nc(Cc4ccccc4F)oc3c2)nn1C	100	95	7	6	92	9	87	8
Cc1cccc(CNS(=O)(=O)c2ccc(-c3ccc(=O)[nH]n3)s2)c1	101	94	3	2	103	8	98	11
CC(=O)N1CCN(c2ccc(NC(=O)c3ccc4c(c3)OCCO4)cc2Cl)CC1	109	107	-34	1	102	0	99	4
